# Compound activity: PubChem BioAssay, National Center for Advancing Translational Sciences (NCATS)
# GALK inhibitor: inhibitors of human galactokinase; P51570; Purified GALK, Kinase-Glo residual ATP luminescence; Potency, µM (doses to about 57.5 µM), without a hit: at the highest dose activity change, negative = inhibition, hits mostly inhibitors; hit rate 0.007% among 270,000; note: potency is the fitted concentration of half-maximal effect; % is set by controls: 0 for no effect and ±100 for the full control effect
#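 Quantitative HTS: GALK 5 nM, ATP 35 uM, galactose 100 uM, 1 h room temperature, then luciferase-based ATP detection.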
# MLL CXXC-DNA inh: MLL CXXC-DNA interaction inhibition. Q03164. MLL-CXXC / FITC-HOXA9 DNA fluorescence polarization. Potency, µM (doses to about 115 µM), without a hit: at the top dose activity change, negative = inhibition, actives largely listed as inhibitors. hit rate 0.037% among 290,000; active = well fitted inhibition curve with a large enough effect in the polarisation, with a control signal flat, not every such curve was filed as active; inconclusive = small, poorly fitted or top-dose-only effect, or effect the other way, or a change in a side signal; inactive = no such curve, though single readings can be large or run the other way; the % refers to the polarisation; note: potency is the fitted concentration of half-maximal effect
#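 Purified MLL-CXXC (added from a 7 uM solution) was preincubated 5 min at ambient with pinned compounds in 50 mM Tris-HCl pH 7.5, 50 mM NaCl, 1 mM DTT, 0.05% BSA. Fluorescein-labeled HOX-A9 DNA (50 nM solution) followed, 30 min, then polarization read.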
# KCNH2 3.1 block: KCNH2 3.1 (human) potassium channel inhibition | U2OS KCNH2 3.1, thallium flux FluxOr; hits give low values | activity change, % (tested at about 1.8 µM) | hit rate 0.95% among 340,000;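 active = maximum activity change below -70%; inconclusive = maximum activity change from -70% to -50%; inactive = maximum activity change above -50%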;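 note: thallium influx rate constant from kinetic fluorescence after stimulation buffer; % is set by controls: 0 for no effect and ±100 for the full control effect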
#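 FluxOr-based Tl+ influx in U2OS cells transduced with KCNH2 3.1 virus; rate constants normalized to DMSO controls.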
# S-ASM inh: blocks human secretory acid sphingomyelinase. P17405. hit rate 0.006% among 340,000. AID 504937. Potency, µM (series often up to 57.5 µM), for inactives: at the highest dose activity change, negative = inhibition, usual class: inhibitors. placental ASM, HMU-PC fluorogenic substrate, 60 min; note: potency is the fitted concentration of half-maximal effect
#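 HMU-PC0 cleavage (9 uM final) by human placental ASM, 60 min at 37 °C following 10 min compound exposure at RT; stopped at pH 10, fluorescence Ex 386/Em 447 nm.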
# A-T KAP1 phos: potential ataxia-telangiectasia treatment | […] A-T fibroblasts, KAP-1 phosphorylation AlphaLISA; neocarzinostatin DNA damage 30 min before lysis | Potency, µM (top dose mostly 57.5 µM), for the others: at the highest dose activation, usual class: activators | hit rate 0.19% among 320,000 | AID 485349; note: potency is the fitted concentration of half-maximal effect; % of control where 0% means no effect; nearly all actives have a fitted effect of over 45% in size
#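 hTERT-immortalized A-T patient fibroblasts ([…]), 500 cells/well in OPTI-MEM, 1% FBS, got compounds for 60 min, then NCS for 30 min at 37C. Lysates were then assayed for phospho-KAP-1 by AlphaLISA (anti-pKAP1 donor, anti-KAP1 acceptor beads), 6 hr at 25C.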
# Integrin act MD: activates integrin-mediated alleviation for muscular dystrophy | alpha7betagal myoblasts, beta-gal FDG fluorescence, 48 h | Potency, µM (doses to about 38.3 µM), inactives show at the top dose activation, actives largely listed as activators | hit rate 0.064% among 350,000 | AID 624291;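 note: potency is the fitted concentration of half-maximal effect; 100% = response of the positive control SU9516; nearly all actives have a fitted effect of over 60% in size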
#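 Alpha7betagal+/- myoblasts (passage 13) were plated 16-24 hr, then exposed to compounds (1:260 dilution of DMSO stock) for 48 hours at 37C. After MPER lysis, β-galactosidase reporter activity was read as FDG fluorescence (ex 480/em 540) after 30 minutes.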
# TRPV1 ag: activates the human vanilloid receptor TRPV1; AID 540275; activation, % at 8.33 µM; hit rate 0.19% among 320,000; TRPV1-expressing cells, Fluo-8 calcium influx, agonist mode; in the data active = activation above about 80%; inconclusive = between about 30% and that limit; note: 0% is about no effect
# Target sequence (Q8NER1 whole entry, looked up): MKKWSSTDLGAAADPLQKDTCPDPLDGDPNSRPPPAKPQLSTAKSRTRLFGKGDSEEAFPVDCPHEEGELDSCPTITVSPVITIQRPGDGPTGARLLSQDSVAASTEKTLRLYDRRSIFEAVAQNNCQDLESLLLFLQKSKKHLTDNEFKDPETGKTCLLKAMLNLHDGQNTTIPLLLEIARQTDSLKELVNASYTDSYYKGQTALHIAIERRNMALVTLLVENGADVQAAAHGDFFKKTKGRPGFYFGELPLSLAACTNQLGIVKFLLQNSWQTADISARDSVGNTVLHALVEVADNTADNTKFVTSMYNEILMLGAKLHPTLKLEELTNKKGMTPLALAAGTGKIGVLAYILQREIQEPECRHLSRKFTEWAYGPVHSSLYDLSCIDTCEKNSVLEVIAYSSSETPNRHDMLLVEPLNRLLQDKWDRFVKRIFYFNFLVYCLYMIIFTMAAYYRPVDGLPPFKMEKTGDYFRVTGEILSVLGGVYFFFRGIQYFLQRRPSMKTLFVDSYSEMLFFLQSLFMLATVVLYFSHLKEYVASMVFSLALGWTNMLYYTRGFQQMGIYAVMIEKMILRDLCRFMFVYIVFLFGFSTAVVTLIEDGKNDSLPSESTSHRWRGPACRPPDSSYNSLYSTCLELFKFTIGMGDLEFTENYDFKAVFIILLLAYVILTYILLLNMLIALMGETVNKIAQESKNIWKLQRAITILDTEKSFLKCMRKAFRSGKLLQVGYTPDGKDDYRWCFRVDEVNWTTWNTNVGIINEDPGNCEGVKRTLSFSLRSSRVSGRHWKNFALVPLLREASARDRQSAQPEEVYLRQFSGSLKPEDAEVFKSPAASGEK
#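 Fluo-8 calcium influx in TRPV1-expressing cells, kinetic read (ex 480/em 520 nm). Compound added and read 3 min for agonist activity, followed by capsaicin at EC20 final and 2 min further read for enhancement.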
# MBNL1 CUG block: inhibitors of human MBNL1 binding to CUG repeat RNA; hit rate 0.036% among 280,000; TR-FRET MBNL1-His/biotin-(CUG)12 binding, 665/545 ratio; Potency, µM (titrated, usually from 57.5 µM), inactives show at the highest dose activity change, negative = inhibition, most hits filed as inhibitors; active = well fitted inhibition curve with a large enough effect in the signal ratio, with a control signal flat, not every such curve was filed as active; inconclusive = small, poorly fitted or top-dose-only effect, or effect the other way, or a change in a side signal; inactive = no such curve, though single readings can be large or run the other way; the % refers to the signal ratio; note: potency is the fitted concentration of half-maximal effect; % is set by controls: 0 for no effect and ±100 for the full control effect
#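 Compounds (final 92 nM to 58 uM) are added to His-tagged MBNL1 and biotin-(CUG)12, then terbium anti-His antibody and streptavidin-XL665 (5 nM final). After 60 min at room temperature, the 665/545 nm ratio is read.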
# FBPA coupling cs: inhibits coupling enzyme system, counter-screen for aldolase hits; coupling enzyme system counterscreen, AmpLite Red fluorescence; activity change, negative = inhibition, % at 58.2 µM, hits read low; hit rate 0.67% among 290,000; AID 2472; in the data active = activity change below about -30%; note: % is set by controls: 0 for no effect and ±100 for the full control effect
#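 Counterscreen of the coupled detection system alone, without aldolase: glyceraldehyde-3-phosphate coupling enzymes plus AmpLite Red readout. Compounds at 57.5 uM final, 10 min RT preincubation, 20 min RT reaction, fluorescence 525/598 nm.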
# KCNH2 WT inh: inhibitors of human wildtype KCNH2 potassium channel; U2OS, BacMam KCNH2, thallium flux FluxOr; hits give low values; Q12809; hit rate 0.37% among 340,000; AID 720551; activity change, % at 1.84 µM;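 active = maximum activity change below -70%; inconclusive = maximum activity change between -70% and -50%; inactive = maximum activity change above -50%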; note: % is set by controls: 0 for no effect and ±100 for the full control effect
#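 U2OS cells transduced with wild-type KCNH2 virus are loaded with FluxOr dye for 45 min, and thallium flux is measured in kinetic reads before and after stimulation buffer. Rate constants are normalized to DMSO controls.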
# * hit, by the source's call; ? = inconclusive; . = no result given; [ ] = dose if it differs, or a comment. Unless noted, calls come from the whole dose curve; as a rule, active = well fitted curve in the direction sought with a large enough effect; inconclusive = small, poorly fitted or top-dose-only effect, or another doubt; inactive = no such curve, though single readings can be large; an effect the other way counts as inactive or inconclusive.
# Letters: A = GALK inhibitor; B = MLL CXXC-DNA inh; C = KCNH2 3.1 block; D = S-ASM inh; E = A-T KAP1 phos; F = Integrin act MD; G = TRPV1 ag; H = MBNL1 CUG block; I = FBPA coupling cs; J = KCNH2 WT inh
structure: O=C(CSc1oc(-c2ccccc2)nc1S(=O)(=O)c1ccc(F)cc1)NCC1CCCO1 (configuration not stated)
  A: -4%	B: 0%	C: 0	D: -3%	E: 6%	F: -9%	G: ?	H: 0%	I: -1	J: 2

structure: Cc1n[nH]c(C)c1S(=O)(=O)N1CCCCCC1
  A: -2%	B: -4%	C: -12	D: 4%	E: -4%	F: 21%	G: 0	H: -4%	I: 0	J: 5

structure: Cc1cccc(/C=N/NC(=O)c2cc(-c3cccnc3)nc3c2c(C)nn3-c2ccccc2)c1
  A: -1%	B: 12%	C: -8	D: 9%	E: 1%	F: 12%	G: -3	H: 9%	I: 2	J: 5

structure: Cc1cc(C)cc(NC(=O)N2CCC(NC(=O)c3ccccc3C)CC2)c1
  A: 0%	B: 12%	C: -6	D: 3%	E: .	F: 7%	G: -3	H: ?	I: 5	J: 6

structure: CNC(=S)N/N=C/c1cc(Br)c(OCc2ccncc2)c(OC)c1
  A: -1%	B: 20%	C: 1	D: -5%	E: 10%	F: -8%	G: -2	H: 3%	I: 0	J: 8

structure: COc1ccc(NC(=O)CC2C(=O)N(C)C(=S)N2CCc2ccccc2)cc1 (configuration not stated)
  A: -3%	B: 6%	C: -35	D: -3%	E: -3%	F: -17%	G: -2	H: -4%	I: -1	J: -16

structure: O=C(Nc1ccc(F)cc1Cl)c1ccc2c(=O)n3c(nc2c1)CCC3
  A: .	B: .	C: 2	D: -5%	E: 0%	F: 18%	G: 6	H: .	I: .	J: 2

structure: CCOC(=O)Oc1ccc2oc(C)c(C(=O)OCCOC)c2c1
  A: 0%	B: -4%	C: -14	D: 2%	E: 6%	F: 18%	G: 6	H: 4%	I: .	J: 6

structure: O=c1[nH]c(/C=C\c2cccc(C(F)(F)F)c2)nc(O)c1[N+](=O)[O-]
  A: -20%	B: ?	C: -3	D: -2%	E: -8%	F: -14%	G: 0	H: -5%	I: 1	J: 7

structure: C/C(CC(=O)NCC(C)C)=N\NC(=O)COc1cc(C)c(Br)cc1Br
  A: 0%	B: 8%	C: 9	D: 1%	E: 0%	F: -17%	G: 0	H: 2%	I: 3	J: 6

structure: O=C(NCCc1ccccc1)c1nc2c(nnn2Cc2ccccc2Cl)c(=O)[nH]1
  A: -2%	B: -2%	C: -1	D: -14%	E: 0%	F: -4%[7.66 µM]	G: 0	H: -8%	I: 0	J: -10

structure: O=C(COc1ccc2ccccc2c1)NNC(=O)C(=O)Nc1ccccc1
  A: 16%	B: 10%	C: -16	D: -1%	E: -6%	F: 6%	G: 2	H: 19%	I: 2	J: -3

structure: O=C(NCCCN1CCN(c2ccccc2F)CC1)C1CCC(=O)N1C1CCCC1 (configuration not stated)
  A: .	B: 6%	C: 3	D: 4%	E: -13%	F: 25%	G: 0	H: -8%	I: 1	J: -1

structure: CN1CCN(C2=CC(=O)OC23CCCCC3)CC1
  A: 1%	B: 5%	C: 2	D: 0%	E: .	F: 3%	G: 0	H: 1%	I: 4	J: 1

structure: CC=Cc1cc(OC)c2c(c1)C(C)C(c1ccc(O)c(OC)c1)O2 (configuration not stated)
  A: .	B: .	C: -9	D: -21%	E: .	F: -32%	G: .	H: .	I: .	J: 5

structure: CCOC(=O)c1cc(-c2ccccc2)nc2nc(N3CCCCC3)sc12
  A: 1%	B: 7%	C: -1	D: .	E: 2%	F: 17%	G: 25	H: .	I: 1	J: 4

structure: Cc1c(NC(=O)C(C)OC(=O)CC2CC3CCC2C3)c(=O)n(-c2ccccc2)n1C (configuration not stated)
  A: 1%	B: -4%	C: 3	D: 4%	E: -3%	F: -52%[inhibitor]	G: -1	H: -4%	I: -1	J: -6

structure: Cc1sc(NC(=O)CCCC(=O)O)c(C(N)=O)c1-c1ccccc1
  A: -1%	B: -6%	C: 7	D: 2%	E: -4%	F: -14%	G: 7	H: -3%	I: 2	J: -17

structure: CC1(C)Cc2c(c(=S)nc(-c3ccccc3)n2CCO)CO1
  A: 0%	B: 2%	C: -4	D: 5%	E: 2%	F: ?	G: 0	H: -2%	I: 1	J: 21

structure: O=C(CCn1cnc2ccccc2c1=O)Nc1ccc(S(=O)(=O)N2CCCCC2)cc1
  A: -4%	B: -1%	C: -5	D: -4%	E: -2%	F: 0%	G: 1	H: 3%	I: 1	J: 8

structure: Cc1ccccc1OCCn1ccnc1
  A: -3%	B: -3%	C: 6	D: 5%	E: -4%	F: 11%	G: 2	H: 3%	I: 0	J: -40

structure: CC(=O)Nc1cc2c(cc1C(=O)c1ccc(C)cc1)OCCO2
  A: 4%	B: -5%	C: -6	D: -3%	E: .	F: -27%	G: 11	H: -3%	I: 1	J: 9

# Fetched by structure from above, four records:
# Letters: A = GALK inhibitor; B = MLL CXXC-DNA inh; C = KCNH2 3.1 block; D = S-ASM inh; E = A-T KAP1 phos; F = Integrin act MD; G = TRPV1 ag; H = MBNL1 CUG block; I = FBPA coupling cs; J = KCNH2 WT inh
structure: O=C(NCCc1ccccc1)c1nc2c(nnn2Cc2ccccc2Cl)c(=O)[nH]1
  A: -2%	B: -2%	C: -1	D: -14%	E: 0%	F: -4%[7.66 µM]	G: 0	H: -8%	I: 0	J: -10

structure: CC=Cc1cc(OC)c2c(c1)C(C)C(c1ccc(O)c(OC)c1)O2 (configuration not stated)
  A: .	B: .	C: -9	D: -21%	E: .	F: -32%	G: .	H: .	I: .	J: 5

structure: O=C(CCn1cnc2ccccc2c1=O)Nc1ccc(S(=O)(=O)N2CCCCC2)cc1
  A: -4%	B: -1%	C: -5	D: -4%	E: -2%	F: 0%	G: 1	H: 3%	I: 1	J: 8

structure: O=C(COc1ccc2ccccc2c1)NNC(=O)C(=O)Nc1ccccc1
  A: 16%	B: 10%	C: -16	D: -1%	E: -6%	F: 6%	G: 2	H: 19%	I: 2	J: -3

# An excerpt from above in order of their number in GALK inhibitor, high to low:
canonical_smiles	GALK inhibitor
O=C(COc1ccc2ccccc2c1)NNC(=O)C(=O)Nc1ccccc1	16%
Cc1c(NC(=O)C(C)OC(=O)CC2CC3CCC2C3)c(=O)n(-c2ccccc2)n1C (configuration not stated)	1%
O=C(NCCc1ccccc1)c1nc2c(nnn2Cc2ccccc2Cl)c(=O)[nH]1	-2%

# Rows are unselected. About 2% of those tested had a hit in this group.
